XIAP displacement: XIAP antagonists, biochemical, IAP family, fluorescence polarization (AID 1018). 200,000 compounds, 0.007% hits. displacement, % at 20 µM; hits with a dose series show IC50 in µM. XIAP BIR domain, fluorescence polarization peptide displacement; higher % means a stronger effect; in the data active = displacement above about 50%; note: a part of the inactive calls stands beside numbers as strong as those of hits
PMI inhibition: MPI inhibition at elevated mannose 6-phosphate – biochemical, fluorescence intensity, high mannose 6-phosphate, primary screen (AID 1220); recombinant PMI enzyme, coupled fluorescence intensity; higher % means a stronger effect; one-dose inhibition, % at 20 µM; IC50 in µM for titrated hits; 190,000 compounds, 0.66% hits
Dynein transport: blocks dynein driven cargo transport along microtubules; 3617.4 mouse cells, GR-EGFP nuclear translocation imaging; test concentration mostly 20 µM; stimulated with dexamethasone, 1 µM; active compounds read low; z-score, hits read low; 220,000 compounds, 0.47% hits;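 active = plate z-score of nuclear minus cytoplasmic receptor signal below a set negative limit, without overly bright fluorescence or cell loss, cut at about -3.5 in these data, passing the limit was not always enough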;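 note: z-score of nuclear minus cytoplasmic ring GR-EGFP intensity difference per well; some compounds called inactive have numbers as strong as hits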
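Medium: Induction medium lacking tetracycline, stripped serum | Probe or stimulus: 1.0 µM final dexamethasone stimulus | Schedule: 48 h induction, then 1 h compound, then 30 min agonist, 37 °C | Signal: Automated 10x imaging of fixed Hoechst-stained cells | Evaluation: Per-cell GR-EGFP intensity, nucleus versus surrounding cytoplasmic ring, well-averaged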
LYP phosphatase: PTPN22 lymphoid phosphatase activity blockers – biochemical, fluorescence intensity, uHTS (AID 1779); recombinant LYP phosphatase, fluorescence intensity; higher % means a stronger effect; one-dose inhibition, % at 11.5 µM; IC50 in µM for titrated hits; 290,000 compounds, 0.054% hits;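 note: plate controls were vehicle with enzyme for no effect and no enzyme for full effect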
M1AAP inhibition: P. falciparum M1AAP inhibitors, biochemical, fluorogenic H-Leu-NHMec substrate, 1536-well (AID 1445); recombinant M1AAP, H-Leu-NHMec fluorogenic kinetic assay; higher % means a stronger effect; one-dose inhibition, % at 30 µM; IC50 in µM for titrated hits; 220,000 compounds, 0.42% hits;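 active = primary inhibition above the hit cutoff, then over 50% inhibition at one or more dose response concentrations, cut at about 23% in these data, passing the limit was not always enough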;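 note: plate controls were DMSO full reaction for no effect and no enzyme background for full effect; strong numbers were not always called active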
AID2073: inhibitors of Mint1-CaV2.2 protein interaction, biochemical, HTRF (AID 2073); HTRF protein-protein interaction, Mint1-CaV2.2; higher % means a stronger effect; one-dose inhibition, % at 20 µM; IC50 in µM for titrated hits; 290,000 compounds, 0.19% hits; in the data active = inhibition mostly above about 51%, no sharp cut-off; note: some results filed as inactive read as strong as hits
Siah-1 displacement: blockers of Siah-1 interaction with plectin peptide – biochemical, fluorescence polarization, rhodamine-plectin, uHTS, primary screen (AID 1817); Siah-1 / rhodamine-plectin peptide fluorescence polarization; higher % means a stronger effect; one-dose displacement, % at 20 µM; IC50 in µM for titrated hits; 290,000 compounds, 0.02% hits;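 active = displacement of at least 50% at 20 µM, with a fluorescence ratio check between 0.3 and a set limit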;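 note: plate controls were Siah plus tracer with DMSO for no effect and tracer alone without Siah for full effect; strong numbers were not always called active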
M17LAP inhibition: P. falciparum M17LAP inhibitors, primary screen, biochemical, fluorogenic H-Leu-NHMec substrate, 1536-well (AID 1619). one-dose inhibition, % at 30 µM; IC50 in µM for titrated hits. 220,000 compounds, 0.38% hits. recombinant M17LAP, H-Leu-NHMec fluorogenic kinetic assay; higher % means a stronger effect;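 active = compound inhibiting the enzyme by more than half at any dose during confirmatory dose-response retesting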;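 note: plate controls were full reaction with DMSO carrier for no effect and no enzyme background for full effect; strong numbers were not always called active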
PMI inhibitors: MPI enzyme activity inhibition – biochemical, fluorescence intensity, coupled assay, primary screen (AID 1209); 190,000 compounds, 0.42% hits; inhibition, % at 20 µM; hits with a dose series show IC50 in µM; purified PMI enzyme, coupled fluorescence intensity; higher % means a stronger effect;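 note: plate controls were DMSO vehicle for no effect and wells lacking substrate for full effect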
Dynein transport cytoplasmic EGFP: recorded beside Dynein transport, whose call it bears; z-score; measured here: cytoplasmic GR-EGFP intensity; active compounds read high
Dynein transport nuclear GR-EGFP: recorded beside Dynein transport, whose call it bears; z-score; measured here: nuclear GR-EGFP intensity;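 lower value marks the stronger effect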
Dynein transport cell count: further read-out of Dynein transport, marked with its call; z-score; measured here: cell count per field
The depositor's hits bear a star; . = no result given. Cut-off read from the data, not from the text of the source, unless noted: active = inhibition above about 50%; inactive = the rest.

AID2073 | Dynein transport cytoplasmic EGFP | M17LAP inhibition | Dynein transport cell count | Siah-1 displacement | PMI inhibitors | XIAP displacement | Dynein transport nuclear GR-EGFP | PMI inhibition | Dynein transport | LYP phosphatase | M1AAP inhibition | SMILES
-3% | -0.31 | 2% | 0.62 | -5% | 1% | -5.0% | 0.072 | -2% | -0.098 | -9% | 1% | CCN1C(=O)c2ccccc2Sc2ccc(C(=O)NCCCN3CCOCC3)cc21
-2% | -0.16 | 21% | 0.52 | -5% | 10% | -3.6% | -0.53 | -3% | -1.8 | -1% | 4% | COC(=O)c1sc2nc(CN3CCOCC3)nc(N3CCOCC3)c2c1C
4% | -0.15 | 36% | -1.2 | -1% | 10% | -5.8% | 1.2 | 8% | 1.8 | -6% | -1% | COc1ccc(CC(=O)NCC2COc3ccccc3O2)cc1 (stereo unspecified)
-2% | -0.24 | 11% | -0.3 | -5% | . | . | 0.59 | . | 0.56 | -4% | 8% | CCC1S/C(=N/N=C/c2ccco2)N(Cc2ccccc2)C1=O (stereo unspecified)
-7% | -0.035 | 3% | 0.64 | 2% | 1% | -5.6% | -1.6 | -6% | -2.6 | 3% | -1% | CCOC(=O)CSC1=C(C#N)C(=O)NC(c2ccc(OC)c(OC)c2)S1 (stereo unspecified)
12% | -0.33 | 6% | 0.21 | 1% | -9% | -2.6% | 0.051 | -8% | 0.18 | 0% | 3% | COc1ccc(C2C(C(=O)NCc3cccnc3)c3cc(OC)c(OC)cc3C(=O)N2C)cc1 (stereo unspecified)
-12% | -0.23 | -4% | -0.63 | -3% | -12% | -18% | -0.087 | -9% | -0.044 | -6% | 2% | O=C(CCN1CCCC1)Nc1ccc(Br)cc1
7% | -0.37 | 6% | -0.76 | 5% | 5% | -7.3% | 1.4 | 4% | 2.5 | -2% | 2% | COc1ccc(CCN(C)c2ncnc3sccc23)cc1OC
14% | 0.71 | -2% | 0.22 | 2% | 5% | -7.4% | 0.13 | 9% | -0.31 | -2% | -1% | COc1ccc(OC)c(NC(=O)c2nc(-c3ccccc3)oc2C)c1
2% | -0.28 | -1% | 0.16 | 4% | -9% | 0.1% | -0.012 | -9% | -0.23 | -7% | 5% | CS(=O)(=O)N(CC(=O)Nc1ccccc1C(=O)N1CCCC1)c1ccc2c(c1)OCO2
-4% | -0.16 | 3% | -1.3 | 7% | -9% | -3.1% | 0.46 | -9% | 0.31 | 4% | 5% | COC(=O)CCC(=O)N1CCc2cc(S(=O)(=O)N3CCc4ccccc43)ccc21
-1% | -0.15 | 6% | -1.2 | 1% | -37% | 0.6% | 0.74 | -41% | 1.2 | -3% | 7% | CCOc1ccc(CC(=O)C2C(=O)CC(C)(C)CC2=O)cc1OCC
-4% | 0.73 | 14% | -0.041 | 3% | -1% | -0.9% | 0.23 | -2% | -0.074 | -1% | -1% | CCOC(=O)N/N=C/c1ccc(C)o1
-2% | -0.038 | -12% | 0.66 | -1% | -12% | -4.0% | -0.23 | -10% | -0.37 | -2% | 1% | CC(O)c1c(-c2ccccc2)nn(C)c1Cl (stereo unspecified)
0% | -0.21 | -1% | 0.86 | 2% | 10% | -5.2% | -0.11 | 7% | -0.82 | -9% | 1% | Cc1ccc(S(=O)(=O)C2(C(=O)NCc3ccc4c(c3)OCO4)CC2)cc1

In a second layout: results already given.
Sequence of screens – AID2073	Dynein transport cytoplasmic EGFP	M17LAP inhibition	Dynein transport cell count	Siah-1 displacement	PMI inhibitors	XIAP displacement	Dynein transport nuclear GR-EGFP	PMI inhibition	Dynein transport	LYP phosphatase	M1AAP inhibition
> CCOC(=O)CSC1=C(C#N)C(=O)NC(c2ccc(OC)c(OC)c2)S1 (stereo unspecified)
    -7%	-0.035	3%	0.64	2%	1%	-5.6%	-1.6	-6%	-2.6	3%	-1%
> CCOC(=O)N/N=C/c1ccc(C)o1
    -4%	0.73	14%	-0.041	3%	-1%	-0.9%	0.23	-2%	-0.074	-1%	-1%
> COc1ccc(OC)c(NC(=O)c2nc(-c3ccccc3)oc2C)c1
    14%	0.71	-2%	0.22	2%	5%	-7.4%	0.13	9%	-0.31	-2%	-1%
> COc1ccc(CCN(C)c2ncnc3sccc23)cc1OC
    7%	-0.37	6%	-0.76	5%	5%	-7.3%	1.4	4%	2.5	-2%	2%

(continued)
AID2073 | Dynein transport cytoplasmic EGFP | M17LAP inhibition | Dynein transport cell count | Siah-1 displacement | PMI inhibitors | XIAP displacement | Dynein transport nuclear GR-EGFP | PMI inhibition | Dynein transport | LYP phosphatase | M1AAP inhibition | SMILES
-3% | -0.28 | -1% | -0.22 | -2% | -2% | -4.5% | -0.42 | 2% | -0.87 | -4% | 5% | O=C(CNc1ccc(F)cc1)c1ccccc1
-6% | -0.36 | 8% | 1 | 2% | -4% | -3.3% | -0.21 | 5% | -0.73 | -4% | 7% | O=C(NCc1ccco1)c1ccc2c(c1)N(Cc1ccccc1)C(=O)CS2
-2% | -0.26 | 2% | 0.92 | 9% | 9% | -3.6% | -0.42 | 13% | -0.83 | -3% | 7% | COc1ccc(CSc2ncnc3sccc23)cc1F
11% | -0.25 | -6% | 0.95 | 4% | 14% | -9.3% | -0.3 | 14% | -0.33 | 2% | 1% | CC(C)(C)n1nnnc1C(c1cccc(C#N)c1)N1CCC(Cc2ccccc2)CC1 (stereo unspecified)
-5% | -0.068 | 2% | -0.5 | 2% | 3% | -1.5% | 0.42 | -2% | 0.38 | -1% | -1% | CC1CCN(c2c(NCC3CCC(C(=O)N4CCCC(C)C4)CC3)c(=O)c2=O)CC1 (stereo unspecified)
8% | -0.28 | -11% | 0.062 | 6% | 25% | -6.2% | 0.3 | 14% | 0.3 | -8% | 0% | Clc1ccc(OCCOCCOc2cccc3cccnc23)c(Br)c1
23% | -0.36 | . | 1.2 | -1% | . | -4.5% | -0.2 | . | -0.82 | -4% | . | CCn1c(SCC(=O)NNC(=O)Cc2ccccc2)nnc1-c1ccncc1
-4% | -0.3 | 1% | 0.75 | 15% | -5% | -4.0% | -0.6 | -5% | -0.87 | -6% | -1% | COC(=O)[C@H]1[C@H](C(=O)OC)[C@@H](C(=O)OC)N(c2ccc(OC)cc2)[C@@H]1C(=O)OC
-7% | -0.022 | 8% | -0.25 | 2% | 0% | -8.1% | 0.48 | 14% | 0.63 | -2% | 3% | COCc1cc(N2CCCCC2)nc(-c2ccccc2)n1
-6% | -0.16 | 1% | -0.24 | 1% | 14% | -8.4% | -0.22 | 13% | -0.48 | -8% | 0% | CCOC(=O)c1cccc(NC(=O)C2CCCN(S(=O)(=O)c3cnc[nH]3)C2)c1 (stereo unspecified)
4% | 1.6 | 4% | -3.9 | 0% | 2% | 0.1% | 2.4 | -2% | 3.4 | -12% | 4% | NCC12CC3CC(C1)CC(c1ccc(Cl)cc1)(C3)C2
0% | -0.25 | 1% | 0.56 | -1% | 3% | 1.8% | 0.036 | 1% | -0.098 | -6% | 15% | CCN(CC)S(=O)(=O)c1cccc(C(=O)N2CCCCC2)c1
31% | -0.27 | -1% | 0.064 | 2% | 8% | -1.7% | -0.59 | 2% | -0.64 | -5% | -3% | Cc1nn(CC(=O)Nc2ccccn2)c(=O)c2ccccc12
4% | -0.058 | -1% | -5.7 | -2% | -4% | -3.7% | -0.17 | 3% | -0.98 | -4% | 0% | O=C(COC(=O)c1ccccc1NC(=O)c1ccco1)NC1CC1
0% | -0.21 | 6% | 0.25 | 1% | 13% | -12% | 0.028 | 24% | -0.54 | -8% | 7% | O=c1cc(CO)oc(CN2CCC(Cc3ccccc3)CC2)c1O

Continued:
AID2073 | Dynein transport cytoplasmic EGFP | M17LAP inhibition | Dynein transport cell count | Siah-1 displacement | PMI inhibitors | XIAP displacement | Dynein transport nuclear GR-EGFP | PMI inhibition | Dynein transport | LYP phosphatase | M1AAP inhibition | SMILES
12% | 0.45 | 4% | 0.3 | 1% | 0% | -2.0% | -0.0018 | 7% | 0.74 | 2% | -3% | Cc1cc(C)c(C(=O)COC(=O)CCNS(=O)(=O)c2c(Cl)cccc2Cl)cc1C
1% | -0.046 | 21% | -0.63 | 3% | 8% | -3.3% | 0.64 | -1% | 1.6 | -10% | -2% | CCN1CCN(Cc2cccc(Oc3ccccc3)c2)CC1
-2% | -0.063 | 18% | -1.2 | 5% | -29% | -1.7% | 0.14 | -36% | 0.7 | 1% | 13% | CCOc1cc(/C=C2\CCCC(C(=O)C(F)(F)F)=C2O)ccc1O
4% | -0.22 | 4% | 0.59 | -4% | -3% | -2.1% | -0.2 | -7% | -0.15 | -7% | 6% | CN1CCN(CCN2CCn3c2nc2ccccc23)CC1
-37% | -0.29 | 8% | 0.22 | -4% | 4% | -1.4% | -0.92 | 1% | -0.12 | -14% | 5% | CC1CCc2c(sc3nn[nH]c(=O)c23)C1 (stereo unspecified)
7% | 0.068 | 0% | -1.9 | 4% | 10% | -3.0% | 1.9 | 9% | 3.3 | -4% | 12% | COc1ccc2cc(C3CC(c4cccs4)=NN3S(C)(=O)=O)c(Cl)nc2c1 (stereo unspecified)
-2% | -0.18 | 7% | 0.3 | 22% | 9% | -5.2% | -0.039 | 11% | -0.43 | -5% | 11% | COC(=O)c1nc2n(n1)C(c1cccc(Cl)c1)C1=C(CC(C)(C)CC1=O)N2 (stereo unspecified)
21% | -0.31 | -7% | 0.11 | 4% | -2% | -45% | -0.17 | -3% | -0.57 | -6% | 5% | COc1ccccc1-c1cc(C2CC2)nc(N)c1C#N
9% | -0.3 | . | 0.96 | 3% | -7% | -0.7% | -0.78 | -11% | -1 | -4% | . | CN(CCc1ccccn1)S(=O)(=O)c1ccccc1F
-10% | -0.12 | 10% | 0.53 | 1% | . | . | -0.53 | . | -0.96 | -8% | 2% | N=c1c2c(-c3ccccc3)c(-c3ccccc3)n(Cc3ccco3)c2ncn1CCCO
-4% | -0.23 | 5% | 0.78 | -4% | . | . | -0.18 | . | -0.28 | -6% | 3% | CCCCOc1ccc(C(=O)NCCC(=O)NCCCC(=O)OCC)cc1
-46% | -0.19 | 5% | 0.76 | -5% | 0% | -6.0% | 0.47 | 15% | 0.12 | -4% | -8% | CCNC(=S)NNC(=O)c1cc(CC(C)C)nc2ccccc12
-5% | 0.36 | 7% | -0.82 | -3% | -10% | -0.9% | 0.98 | -8% | 0.48 | -1% | 3% | COc1ccc(NC(=O)N(Cc2cc3cc(OC)ccc3[nH]c2=O)CC2CCCO2)cc1 (stereo unspecified)
3% | -0.045 | 12% | 0.66 | 3% | -11% | -5.1% | -0.87 | 2% | -1 | 1% | 0% | COc1ccc(NC(=O)c2sc(N)nc2-c2ccccc2)cc1
14% | -0.29 | 1% | 0.84 | 10% | . | . | 0.012 | . | -0.035 | 0% | 3% | O=[N+]([O-])c1ccc(SCc2c(F)cccc2Cl)nc1
